CHRM1 agonist: activates human CHRM1 receptor | activation, % at 3 µM | 0.33% of 360,000 active | CHO-K1 hM1, Fluo-8 calcium fluorescence, agonist mode; 0% DMSO, 100% acetylcholine EC100 | AID 588814;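 active = activation above the run's mean compound activation plus 3 SD, cut at about 16% in these data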;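 also: peak over basal fluorescence ratio within a 140 s kinetic read after compound addition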
Target sequence (P11229 whole entry, looked up): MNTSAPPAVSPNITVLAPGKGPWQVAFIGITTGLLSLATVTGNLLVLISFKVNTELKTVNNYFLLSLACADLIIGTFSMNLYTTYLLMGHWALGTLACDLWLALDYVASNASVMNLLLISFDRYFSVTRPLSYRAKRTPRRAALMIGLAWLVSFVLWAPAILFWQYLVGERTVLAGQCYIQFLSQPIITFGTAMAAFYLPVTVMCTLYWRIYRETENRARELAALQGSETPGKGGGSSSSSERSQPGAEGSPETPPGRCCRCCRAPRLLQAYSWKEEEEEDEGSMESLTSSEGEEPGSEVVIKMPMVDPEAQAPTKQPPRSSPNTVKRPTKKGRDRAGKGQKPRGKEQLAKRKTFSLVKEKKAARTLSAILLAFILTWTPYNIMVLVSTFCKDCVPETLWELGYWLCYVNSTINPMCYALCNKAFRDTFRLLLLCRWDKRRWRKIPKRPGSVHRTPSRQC
TAAR1 antagonist: antagonists of human TAAR1; Q96RJ0; CHO RD-HGA16 TAAR1, Fluo-8 calcium fluorescence, antagonist; inhibition, % at 3 µM; 1.5% of 360,000 active;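 active = inhibition above a per-plate cutoff, the mean inhibition of test compounds on that plate plus 3 SD, cut at about 49% in these data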;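 also: 0% = DMSO plus EC80 beta-PEA response and 100% = DMSO alone without agonist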
Target sequence (Q96RJ0 whole entry, looked up): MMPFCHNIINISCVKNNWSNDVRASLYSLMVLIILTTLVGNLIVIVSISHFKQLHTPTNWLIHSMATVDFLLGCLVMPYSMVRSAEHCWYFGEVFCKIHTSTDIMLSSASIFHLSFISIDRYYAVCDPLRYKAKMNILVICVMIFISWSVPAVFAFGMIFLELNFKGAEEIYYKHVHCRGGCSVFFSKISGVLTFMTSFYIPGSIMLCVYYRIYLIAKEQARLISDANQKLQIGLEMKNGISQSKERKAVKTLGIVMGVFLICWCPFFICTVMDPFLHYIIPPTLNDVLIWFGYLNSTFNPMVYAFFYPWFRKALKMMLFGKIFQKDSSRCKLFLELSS
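Test system: hTAAR1-expressing CHO RD-HGA16 cells, Gα16-coupled; Probe or stimulus: EC80 β-phenethylamine stimulus; Compound dosing: single nominal final test compound concentration of 3 µM; Timing: 140 s kinetic read after compound, 140 s after agonist; Signal: Fluo-8 calcium-sensitive fluorescence; Measure: % inhibition of agonist calcium response; Controls: DMSO and EC80 PEA controls.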
CHO parental Ca: counter-screen for OX1R antagonists: effect in parental CHO cells; parental CHO-K1, ATP-induced calcium, Fluo-8 fluorescence; inhibition, % at 5.6 µM; 0.63% of 330,000 active;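 active = inhibition above that plate's mean sample inhibition plus 3 SD, cut at about 26% in these data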;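 also: 0% = ATP-challenged DMSO wells and 100% = DMSO wells without ATP; some compounds past the cut are filed as inactive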
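Test system: untransfected parental CHO cell line. Compound: one dose, 5.6 µM nominal. Detection: intracellular calcium via Fluo-8 no-wash fluorescent dye. Measure: % inhibition. Benchmarks: ATP-challenged DMSO wells low, unchallenged DMSO wells high.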
TAAR1 ag: agonists of human TAAR1; CHO RD-HGA16 TAAR1, Fluo-8 calcium fluorescence; vehicle wells 0%, saturating PEA agonist 100%; Q96RJ0; 0.99% of 360,000 active; activation, % at 3 µM;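 active = activation above the mean activation of all test compounds in the run plus 3 SD, cut at about 38% in these data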
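Benchmarks: low control DMSO, high control PEA (EC100); System: CHO RD-HGA16 cells carrying human TAAR1 plus Gα16; Detection: Fluo-8 fluorescence, 5 s baseline then 140 s kinetic read; Schedule: 17-24 h plating, Fluo-8 75 min 37 °C, 30 min RT; Read-out basis: % activation from peak over basal fluorescence ratio, DMSO-to-PEA scaled.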
M1 PAM parental: nonselective activator or artifact in parental CHO-K1 calcium assay. ATP EC20, Fluo-8 calcium fluorescence; 0% at ATP EC20, 100% at ATP max. activation, % at 3 µM. 0.02% of 360,000 active;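 active = activation above the run cutoff, the mean activation of all test compounds plus 3 SD, cut at about 40% in these data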;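 also: peak over basal fluorescence ratio in a 140 s read after ATP addition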
M1 ag parental: M1 agonist counterscreen hit in parental CHO-K1 cells; Fluo-8 calcium fluorescence; scaled to maximal ATP response, vehicle zero; activation, % at 3 µM; 0.48% of 360,000 active; in the data active = activation above about 15%;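 also: untransfected CHO-K1 host cells lacking M1 receptor as counterscreen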
CHO-K1 Ca antag: M1 antagonist counterscreen hit in parental CHO-K1 cells. ATP-induced calcium, Fluo-8 fluorescence. inhibition, % at 3 µM. 0.6% of 360,000 active. AID 602250;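 active = inhibition above a per-plate cutoff, the plate's mean sample inhibition plus 3 SD, cut at about 24% in these data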;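 also: 0% = DMSO plus EC80 ATP and 100% = DMSO alone without ATP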
M1 antag: human CHRM1 antagonism; P11229; CHO-K1 hM1, Fluo-8 calcium fluorescence, ACh EC80 antagonist; inhibition, % at 3 µM; 1.3% of 360,000 active; AID 588852;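 active = percent inhibition above its own plate's cutoff, namely the mean of that plate's compound wells plus 3 SD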;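 also: peak over basal fluorescence ratio during 140 s after agonist addition; 0% = ACh EC80 plus DMSO and 100% = DMSO alone without agonist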
M1 PAM: positive allosteric modulators of human M1 muscarinic receptor. activation, % at 3 µM. CHO-K1 hM1, Fluo-8 calcium fluorescence, ACh EC20; 0% = ACh EC20, 100% = maximal ACh. AID 588819. 0.088% of 360,000 active. P11229; in the data active = activation above about 19%, passing the limit was not always enough
Numbers without * were called inactive; x = no result given; & = joins results of further samples.

mol	CHO-K1 Ca antag	CHO parental Ca	M1 PAM	M1 ag parental	CHRM1 agonist	TAAR1 ag	M1 PAM parental	TAAR1 antagonist	M1 antag
CC1Oc2ccc(C#N)cc2N(Cc2ccc(F)cc2)C1=O (stereo not given)	10	x	5	1.1	-5	x	4	x	-3
Cc1ccc(C(=O)N2CCc3ccccc32)cc1C	-2	x	14	-0.5	-4	0	11	-7	-19
Cc1cnc(NC(=O)Nc2ccccc2)c(C)n1	-2	-9	9	-0.2	-4	2	14	-3	-14
COc1ccc(NC(=O)CN(C)C(=O)CCSc2ccc(C)cc2)cc1	-8	1	2	0.5	-4	0	-13	-20	1
CN(C)S(=O)(=O)c1ccc(C(=O)Nc2ccccc2SCCC#N)cc1	-7	1	12	0.8	-4	0	12	-3	-7
O=C(COc1ccccc1C(=O)NCC1CCCO1)Nc1ccc(Br)cc1 (stereo not given)	-11	-21	-5	7.9	-3	5	-4	14	16
CCOc1ccc(C(=O)c2cc([N+](=O)[O-])ccc2Cl)cc1	-7	-26	-13	-0.5	-6	3	12	-12	14
O=C(O/N=C\c1ccc(N2CCCCC2)c([N+](=O)[O-])c1)c1cccc(Cl)c1	1	-19	-1	-0.3	-1	0	-2	-20	0
CS(=O)(=O)c1ccc(C(=O)N2CCN(C(=O)c3ccco3)CC2)cc1	1	x	2	1.1	-3	1	14	0	-2
c1cc2nc(C34CC5CC(CC(C5)C3)C4)[nH]c2cn1	-9	-8	4	0.9	-9	2	18	3	-1
O=C(COc1ncnc2ccccc12)NC1CCCCC1	1	2	1	-0.7	-2	0	-11	13	9
Cc1ccc(C(=O)N/C(=C\c2ccc(-c3cccc([N+](=O)[O-])c3)o2)C(=O)NCCCN2CCOCC2)cc1	5	-20	-2	0.1	-5	-1	-13	-4	9
CC(=O)NCCNc1nc2cc(-c3ccc(C(=O)N4CCN(C)CC4)cc3)sc2c(=O)n1C	-21	x	-2	0.1	-2	3	4	-11	-6
COc1ccc(OC(C)C(=O)NC2CCCCCCC2)cc1 (stereo not given)	-3	-11	15	0.3	-4	-1	-4	-22	-19
CCCCN(CC)CCNC(=O)c1cc2c(=O)[nH]c3ccc(C)cc3c2s1	-5	-17	12	0.8	-8	1	0	-15	-21
COCC1CCN(C(=O)c2oc3c(F)cccc3c2C)C1 (stereo not given)	-3	-12	4	0.1	-4	-1	2	-30	-3
CCCCNS(=O)(=O)CCNCc1ccccc1OC	-22	-21	4	0.8	-4	-1	14	11	-10
O=C(O)c1cc(-c2ccc3ccccc3n2)nc2ccccc12	4	-10	6	1.0	-1	6	-22	-3	-1
O=C(NC1CCCCC1)C1c2ccccc2OCC(=O)N1C1CC1 (stereo not given)	-5	x	x	2.2	x	0	11	12	x
CCc1noc(C)c1C(=O)Nc1nc(-c2ccc(NC(C)=O)cc2)cs1	3	-3	-7	8.9	-1	18	-10	70*	19
CC1CCCC(NC(=O)CCNC(=O)c2ccc(Br)cc2)C1C (stereo not given)	-2	-26	6	1.4	-4	0	22	-12	-9
O=C(COc1ccccc1[N+](=O)[O-])NCC1COc2ccccc2O1 (stereo not given)	-17	-1	4	0.9	1	3	24	1	-18
COc1ccccc1C(=O)N/N=C/c1ccc2c(c1)OCO2	2	-5	-4	0.2	-5	0	-1	16	11
O=C1CSC(c2cccnc2)N1C1CCCCC1 (stereo not given)	-7	4	4	-0.2	-2	2	11	-20	-8
Cc1ccc(NC(=O)CSCc2ccco2)cc1	-13	4	-4	1.2	-6	1	25	5	7

(list continues)
mol	CHO-K1 Ca antag	CHO parental Ca	M1 PAM	M1 ag parental	CHRM1 agonist	TAAR1 ag	M1 PAM parental	TAAR1 antagonist	M1 antag
COc1ccc(NC(=O)N2CCc3ccccc3C2)cc1OC	-6	-1	8	1.4	-1	59*	17	-14	-10
COc1cc(NC(=O)CSc2nnc(C)s2)cc(OC)c1OC	-6	-7	13	0.3	-2	13	2	10	-11
O=C(COn1nnc2ccc(Cl)cc21)NC1CCS(=O)(=O)C1 (stereo not given)	-7	x	7	0.3	-1	0	0	-20	-12
Cc1ccc(C(=O)CSc2nnc(COc3cccc4cccnc34)o2)cc1	15	-28	0	5.6	8	8	-12	43	-29
COCCn1c(SCC(=O)NC2CCCC2)nc2c(c1=O)SCC2	2	-7	13	0.0	0	0	-1	-43	-16
COc1cc(-c2cc3nc(NC4CCCCC4)ccn3n2)cc(OC)c1OC	-2	x	-2	3.5	-4	3	9	23	-5
CCOC(=O)N1CCC(NC(=O)c2cc(C)c3c(C)nn(-c4ccccc4)c3n2)CC1	-11	-1	4	0.3	-7	12	20	-16	-5
CCOC(=O)N1CCN(C(c2cc3ccccc3o2)c2nnnn2C(C)(C)C)CC1 (stereo not given)	-3	x	x	1.1	x	2	-11	-14	x
COc1ccc(N2CCN(CC(=O)Nc3ccc(C)cc3)CC2)cc1	12	-5	12	-1.1	2	2	-13	-1	-15
CCOC(=O)C(=Cc1ccc(OCc2ccc([N+](=O)[O-])cc2)c(OC)c1)C(=O)OCC	-2	-1	2	0.4	-4	8	19	23	-2
Cc1nn(-c2cccc(Cl)c2)c2c1C(c1cccnc1)C(C#N)=C(N)O2 (stereo not given)	-20	-10	9	1.6	-2	10	14	-8	-8
CC(/C=C/c1ccc2c(c1)OCO2)=N\NC(=O)C(O)c1ccccc1 (stereo not given)	-19	-2	3	0.1	-5	0	21	-20	-5
Cn1c(SCc2nc(-c3ccc(Cl)cc3)no2)nnc1-c1ccco1	-8	-17	9	3.4	-4	1	11	-6	-15
N#Cc1cc(Br)ccc1N=C1CCCN1c1ccccc1	12	15	-3	-0.3	-8	-2	10	8	0
O=C(CN1CC(=O)Oc2ccccc21)NCc1ccco1	-12	-11	1	0.3	-1	8	12	-20	-9
CN(C)c1ccc(C(CNS(=O)(=O)c2ccc([N+](=O)[O-])cc2)N2CCOCC2)cc1 (stereo not given)	-20	-8	5	3.4	-4	1	19	-4	-6
O=C(/C=C/c1ccc(S(=O)(=O)N2CCOCC2)cc1)NCc1ccccc1Cl	-10	-20	-1	1.9	-10	1	17	4	-2
O=C(N/N=C/c1ccccc1Cl)C1CC1	4	-2	18	-1.0	5	2	-12	-13	-15
CCOc1ccc(N(CC(=O)NCCc2ccc(OC)cc2)S(C)(=O)=O)cc1	-12	-17	6	3.5	-3	2	23	-11	0
CN(C)CCCN(C(=O)c1ccc(S(=O)(=O)N2CCc3ccccc32)cc1)c1nc2ccc(Cl)cc2s1	-3	1	2	0.4	-4	35	-6	10	-3
CC(C)NC(=O)CN1CCN(C(c2ccnc3ccccc23)c2nnnn2-c2ccc3c(c2)OCCO3)CC1 (stereo not given)	-18	x	x	1.0	x	3	18	1	x
Fc1ccc(C2c3[nH]c4ccccc4c3CCN2CCCn2cccn2)cc1 (stereo not given)	3	-26	-15	1.6	-8	-1	11	13	17
CCN(CC)C(=S)SC1=CCS(=O)(=O)C1	-11	-5	1	-0.2	-4	2	2	6	6
Cc1ccc(S(=O)(=O)Nc2ccc(Cl)cn2)cc1C	-3	-4	7	0.3	-8	-1	15	-10	-6
CC1CN(C(=S)SCC(=O)c2ccccc2)CC(C)O1 (stereo not given)	-6	-11	6	0.6	-10	4	29	-12	1

More compounds follow:
mol	CHO-K1 Ca antag	CHO parental Ca	M1 PAM	M1 ag parental	CHRM1 agonist	TAAR1 ag	M1 PAM parental	TAAR1 antagonist	M1 antag
Cc1cc(C)c(C)c(S(=O)(=O)N2CCN(C)CC2)c1C	-18	4	9	0.7	-6	1	21	1	-8
CCOc1nc(-c2ccc(OC)cc2)ccc1-c1noc(-c2ccncc2)n1	-14	x	7	0.2	-3	1	-6	11	-15
O=C(Nc1ccccc1C(=O)Nc1ccncc1)c1ccc([N+](=O)[O-])cc1	2	-4	12	0.7	-1	-3	16	0	14
C=CCNC(=O)c1onc(CSc2ccccc2)c1C(=O)NCC=C	1	-6	5	-0.5	-5	11	9	2	0
CC(C)(C)OC(=O)C[C@H]1C/C=C\C[C@@H](CC(=O)N(CCO)Cc2ccccc2)C(=O)N[C@@H](Cc2ccccc2)COC1=O	-15	-15	-2	2.5	-2	11	18	32	-2
O=[N+]([O-])c1ccc(C2=CSC3=NCCN23)cc1	0	6	0	2.0	-6	0	9	-13	-5
CC(C)c1onc(C(=O)N2CCOCC2)c1[N+](=O)[O-]	8	-5	4	-0.1	-6	5	-6	-34	-12
C/C(=N\NC(=O)c1cc2c(s1)CCC(C)C2)c1cccnc1 (stereo not given)	-12	-23	7	0.2	-5	3	16	26	-8
CCCOn1c(OCC(C)C)nc2ccccc2c1=O	20	-20	-1	-0.6	-5	3	-7	-1	2
C/C(CC(=O)Nc1cccc2c1CCCC2)=N\NC(=O)c1cccc2ccccc12	-16	-18	3	1.0	-3	1	20	10	-7
CCCCN1C(=O)C(CC(=O)NCCc2ccccn2)CC(C(=O)N(CC)CC)=C1C (stereo not given)	13	x	5	0.0	-1	2	-9	-1	-13
COc1cc(C(=O)N2CCCCC2)ccc1OCC(=O)Nc1ccc(F)cc1	-16	-19	3	3.2	-3	8	6	3	-6
CCCN1CCC(=O)N([C@H](CSc2ccccc2)Cc2ccccc2)CC1	-20	-16	-5	0.7	-10	4	-8	-6	0
c1ccc(-c2nc3ccccc3s2)nc1	3&13	-2&-7	5&6	0.0&-0.3	-4&-3	0&0	10&-19	-12&-16	-4&-9
CCCCC1CCC(C(=O)Nc2ccc(N3CCOCC3)cc2N2CCOCC2)CC1 (stereo not given)	6	-14	8	1.3	-2	3	-2	-21	-2
OCCCNc1ncnc2c1cnn2-c1ccc(Cl)cc1	-3	2	19	1.7	7	3	-6	-13	-12
Cc1ccc(-n2nc3c(=O)n(CCCC(=O)NCc4ccco4)nc(C)c3c2C)cc1	-1	-31	13	-1.0	-6	0	8	-31	-27
Cc1cc(C(=O)N2CC(C)CC(C)C2)c(C)o1 (stereo not given)	-1	-16	1	0.0	-3	6	-6	-15	9
O=C1CS(=O)(=O)N(Cc2ccccc2F)c2ccc(Br)cc21	-7	-18	-2	0.4	-5	3	-2	23	-2
CCc1nnc(NS(=O)(=O)c2ccc(NC(=O)c3ccc(Cl)cc3)cc2)s1	-13	5	6	0.3	-3	-1	21	-26	-8

Sorted by formula weight (smallest number first): part of the list above.
mol	CHO-K1 Ca antag	CHO parental Ca	M1 PAM	M1 ag parental	CHRM1 agonist	TAAR1 ag	M1 PAM parental	TAAR1 antagonist	M1 antag
O=C(Nc1ccccc1C(=O)Nc1ccncc1)c1ccc([N+](=O)[O-])cc1	2	-4	12	0.7	-1	-3	16	0	14
C/C(CC(=O)Nc1cccc2c1CCCC2)=N\NC(=O)c1cccc2ccccc12	-16	-18	3	1.0	-3	1	20	10	-7
CC(C)(C)OC(=O)C[C@H]1C/C=C\C[C@@H](CC(=O)N(CCO)Cc2ccccc2)C(=O)N[C@@H](Cc2ccccc2)COC1=O	-15	-15	-2	2.5	-2	11	18	32	-2

Screens deposited in PubChem BioAssay by The Scripps Research Institute Molecular Screening Center.
